# Screens deposited in PubChem BioAssay by several laboratories.
# RSV antiviral HEp-2 – RSV antiviral activity via CPE protection, HEp-2 cells, primary 10 µM value included (AID 2391) | HEp-2 cells, RSV-induced CPE inhibition; higher % means a stronger effect | CPE inhibition, % at 10 µM, or IC50 in µM where a hit was titrated | 310,000 tested, 0.13% active; in the data active = a potency from the dose series; inconclusive = CPE inhibition mostly from about 23% at the one dose, without a potency; inactive = the rest, 99 in 100 with CPE inhibition below about 21%; also: strong numbers were not always called active
# Autophagy HCS – autophagy modulation, high-content screen | calls only at 10 µM (by protocol) | AID 463193 | 190,000 tested, 0.98% active | MEF GFP-LC3 puncta imaging; test concentration mostly 10 µM;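 active = percentage of spot-positive cells more than 3 SD above its plate mean, without a fluorescence outlier flag or 80% toxicity; inconclusive = no clear call, values can overlap the other calls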;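 also: spot-positive cell cutoff set from DMSO-treated cells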
# WT yeast gro inh – growth inhibition of WT yeast, mitochondrial fusion screen; mitochondrial fusion phenotypic screen, WT strain; inhibition, % at 10 µM; 190,000 tested, 2.1% active; AID 1362; in the data active = inhibition above about 58%; tested in S. cerevisiae
# NTR1 agonist – agonists of NTR1, primary screen, imaging, U2OS cells, beta-arrestin-GFP, high content (AID 493036) | P30989 | NTR1-U2OS beta-arrestin-GFP spot imaging, agonist mode | activation, % at 20 µM | 330,000 tested, 0.17% active;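 active = activation at or above 40% of the spot to cytoplasm intensity ratio, with at least 20 cells analyzed; inconclusive = wells under 20 cells, flagged as cytotoxic or low count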;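 also: 0% = DMSO without peptide and 100% = 100 nM NTR1 peptide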
# Target sequence (P30989 whole entry, looked up): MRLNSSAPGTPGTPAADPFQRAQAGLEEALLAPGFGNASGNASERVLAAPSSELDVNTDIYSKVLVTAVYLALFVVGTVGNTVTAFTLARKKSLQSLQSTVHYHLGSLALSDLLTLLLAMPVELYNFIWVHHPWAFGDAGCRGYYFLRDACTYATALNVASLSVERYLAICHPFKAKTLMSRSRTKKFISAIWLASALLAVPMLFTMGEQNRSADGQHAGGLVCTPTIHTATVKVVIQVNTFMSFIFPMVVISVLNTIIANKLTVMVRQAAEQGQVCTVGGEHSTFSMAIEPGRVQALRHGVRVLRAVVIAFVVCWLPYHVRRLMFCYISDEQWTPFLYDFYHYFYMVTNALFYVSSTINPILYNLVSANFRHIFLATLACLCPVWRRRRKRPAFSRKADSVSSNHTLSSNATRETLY
# Dengue-2 NS5 capping – Dengue-2 NS5 methyltransferase inhibitors, primary screen, biochemical, confirmation dose response (AID 588689); Dengue-2 NS5 methyltransferase capping enzyme assay, biochemical; higher % means a stronger effect; inhibition, % at 25 µM, or IC50 in µM where a hit was titrated; 340,000 tested, 0.3% active; in the data active = a potency from the dose series; inconclusive = inhibition above about 29% without an active follow-up result
# LYP inhibition – inhibitors of LYP phosphatase, biochemical, fluorescence intensity, uHTS (AID 1779); recombinant LYP phosphatase, fluorescence intensity; higher % means a stronger effect; one-dose inhibition, % at 11.5 µM; IC50 in µM for titrated hits; 290,000 tested, 0.054% active; in the data active = inhibition above about 50%;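 also: plate controls were vehicle with enzyme for no effect and no enzyme for full effect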
# AID2073 – disruptors of CaV2.2 binding to Mint1 – biochemical, HTRF (AID 2073); 290,000 tested, 0.19% active; HTRF protein-protein interaction, Mint1-CaV2.2; higher % means a stronger effect; inhibition, % at 20 µM; hits with a dose series show IC50 in µM; in the data active = inhibition mostly above about 51%, no sharp cut-off; inconclusive = no clear call, values can overlap the other calls; inactive = mostly below about 53%; also: some results filed as inactive read as strong as hits
# GPR35 arrestin U2OS – GPR35 antagonists blocking zaprinast-driven arrestin recruitment, primary screen, imaging, U2OS, beta-arrestin-GFP, zaprinast agonist (AID 2058). U2OS GPR35 beta-arrestin-GFP translocation imaging, zaprinast antagonism; higher % means a stronger effect. inhibition, % at 10 µM; hits with a dose series show IC50 in µM. 290,000 tested, 0.052% active;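 active = inhibition of at least 50% with at least 30 cells and total cytoplasm GFP at most 10,000,000; inconclusive = under 30 cells or total GFP of 10,000,000 plus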
# UTI89 phage lysis – inhibition of K1F phage lysis, E. coli UTI89, bacterial capsule biogenesis inhibitors, alamar blue (AID 488966); 340,000 tested, 0.02% active; E. coli UTI89 K1F phage lysis, alamar blue, 2 h; higher % means a stronger effect; one-dose inhibition, % at 100 µM; IC50 in µM for titrated hits;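 active = phage lysis inhibition, versus mean bacterial control, above a set limit; inconclusive = no clear call, values can overlap the other calls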;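 also: capsule biogenesis inhibitors block K1F phage lysis so surviving cells raise fluorescence; higher fluorescence means more inhibition of phage lysis; actives were called in the ten point dose series up to 300 µM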
# WT yeast gro inh mutant strain – recorded beside WT yeast gro inh, whose call it bears; inhibition, %; mitochondrial fusion phenotypic screen, mutant strain inhibition
# Autophagy HCS cell loss 18 h – further read-out of Autophagy HCS, marked with its call; toxicity, %; measured here: cell loss, nuclei count;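 cell loss after 18 h compound exposure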
# NTR1 agonist cell count 20 µM – also measured in NTR1 agonist; calls as there; cell count; measured here: cell count, cytotoxicity flag
# Dengue-2 NS5 capping pilot replicate – second read-out of Dengue-2 NS5 capping, no call of its own (marks repeat the call); inhibition, %; measured here: pilot screen replicate inhibition
# The depositor's hits bear a star; i = inactive; ? = inconclusive; · = no result given; [ ] = dose if it differs, or a comment.
SMILES,RSV antiviral HEp-2,Autophagy HCS,Autophagy HCS cell loss 18 h,WT yeast gro inh,WT yeast gro inh mutant strain,NTR1 agonist,NTR1 agonist cell count 20 µM,Dengue-2 NS5 capping,LYP inhibition,AID2073,GPR35 arrestin U2OS,UTI89 phage lysis,others
Cc1cccc(CCNC(=O)Cn2ncc3c([nH]c4ccc(C)cc43)c2=O)c1,1.5%,·,·,·,·,0.0,49,1.7%,-10.7%,17.1%,1.2%,-0.2%,
Cc1ccccc1NC(=O)CCC(=O)OCC(=O)c1ccc(-c2ccccc2)cc1,2.2%,i,8.1,-13.3,-2.7,-1.1,83,-7.1%,-5.6%,20.8%,-5.1%,0.1%,
CCOC(=O)C1(CCOc2ccccc2)CCN(Cc2cc(OC)ccc2OC)CC1,5.3%,·,·,·,·,0.2,68,-3.2%,0.0%,?,-10.0%,0.4%,
FC(F)(F)C1=CC(c2ccc(Br)cc2)=NCCN1,1.7%,i,3.3,-4.3,-24.5,-0.7,51,-9.7%,-3.7%,2.0%,2.4%,0.7%,
Cc1ccc(-c2nc(CNC(=O)c3ccco3)cs2)cc1,4.3%,·,·,·,·,-0.3,55,-10.4%,-11.6%,1.4%,0.9%,-0.1%,
COc1ccc(/C=N/N=C/c2c[nH]c(=O)c(C#N)c2Nc2ccccc2)cc1,1.1%,i,3.9,-10.6,6.9,6.8,78,-1.9%,11.1%,0.4%,2.3%,0.1%,
CCOC(=O)CS(=O)(=O)c1ccccc1,2.9%,i,12.0,2.6,22.3,-5.4,79,-6.4%,0.1%,-1.2%,6.4%,4.5%,
O=S(=O)(/C=C/c1ccccc1)NC1CCCCCC1,-2.4%,i,-11.9,17.1,23.1,-1.3,26,·,-6.9%,-1.3%,3.0%,·,
CCN(c1ccccc1)S(=O)(=O)c1ccc(Oc2ccc([N+](=O)[O-])cc2)nc1,16.0%,·,·,·,·,3.0,56,-1.4%,·,·,·,0.6%[50 µM],
COc1ccc(OC)c(-n2c(SCC(=O)NCc3ccco3)nnc2-c2c[nH]c3ccccc23)c1,>50µM*,i,3.9,-13.2,4.5,-1.2,96,-4.8%,-0.8%,-3.8%,0.6%,-2.9%,
O=C(CCN1C(=O)COc2ccccc21)NCc1cccs1,1.7%,i,-1.6,11.9,8.3,0.5,44,-3.8%,-9.9%,11.4%,1.9%,3.3%,
CC1CCC(n2c(=S)[nH]c3ccccc3c2=O)CC1 (centres undefined),1.2%,i,6.6,1.1,20.6,16.9,51,-7.6%,-11.1%,-23.3%,-8.5%,0.3%,
O=C(/C=C/c1ccc(S(=O)(=O)N2CCOCC2)cc1)NC(=S)Nc1ccc(N2CCOCC2)cc1,4.0%,i,-1.4,0.2,-10.2,1.8,52,-0.7%,8.4%,12.8%,-6.8%,0.2%[50 µM],
O=C(NCc1ccc(F)cc1)C(=O)NCC1OCCCN1S(=O)(=O)c1cccs1 (centres undefined),1.3%,·,·,·,·,0.4,60,-5.2%,-4.0%,7.2%,3.8%,2.3%[50 µM],
Cc1cccc(OCC(=O)NCCCNC(=O)c2ccccn2)c1,0.4%,·,·,·,·,-1.4,58,-9.8%,-7.8%,4.8%,-12.7%,0.6%,
CCOC(=O)c1ccccc1NC(=O)CSc1nncn1C,0.9%,i,-19.0,-13.0,-10.1,-0.2,59,5.3%,-6.8%,-8.3%,2.5%,0.5%,
CC(C)C(NC(=O)c1ccccc1F)C(=O)NCc1ccc(F)cc1 (centres undefined),0.8%,·,·,·,·,-1.7,43,-7.5%,-7.2%,-1.1%,-1.1%,-0.1%,
CC(C)CC(=O)N(c1nnc(-c2cccnc2)s1)C1CCCC1,0.7%,·,·,·,·,0.3,70,2.6%,-9.5%,-1.0%,1.4%,0.2%,Dengue-2 NS5 capping pilot replicate=-2.4
COc1cc(OC)cc(C(=O)NCCCCc2ccccc2)c1,16.7%,·,·,·,·,-0.3,54,-6.1%,·,·,·,-0.8%,
Cc1cc([N+](=O)[O-])ccc1NC(=O)CSc1nccc(=O)[nH]1,-0.1%,i,-34.4,-4.5,-5.2,1.2,36,4.1%,-3.5%,-5.7%,2.5%,1.6%,
O=c1oc2ccc(C#CC3(O)CCCCC3)cc2cc1-n1cc(-c2ccsc2)nn1,-0.6%,·,·,·,·,11.6,50,-0.7%,·,·,·,-0.2%,
COc1ccc(NC(=O)Cc2c[nH]c3ccccc23)cc1S(=O)(=O)N1CCOCC1,0.2%,i,2.1,-13.1,1.7,-0.4,51,-12.1%,-1.3%,6.2%,-5.6%,-0.1%,
CCCO/N=C1/C(=O)N(c2ccccc2)c2ccccc21,2.8%,i,4.2,-8.4,0.8,2.9,52,-3.0%,6.9%,-12.6%,-6.5%,0.9%,
CCN(CC(=O)Nc1c(F)cccc1F)C(=O)CCN1C(=O)c2cccc([N+](=O)[O-])c2C1=O,-0.4%,·,·,·,·,2.0,53,7.2%,·,·,·,0.8%[50 µM],

# Grouped by structure, the entries above containing four or more nitrogen atoms (8)
SMILES,RSV antiviral HEp-2,Autophagy HCS,Autophagy HCS cell loss 18 h,WT yeast gro inh,WT yeast gro inh mutant strain,NTR1 agonist,NTR1 agonist cell count 20 µM,Dengue-2 NS5 capping,LYP inhibition,AID2073,GPR35 arrestin U2OS,UTI89 phage lysis,others
Cc1cccc(CCNC(=O)Cn2ncc3c([nH]c4ccc(C)cc43)c2=O)c1,1.5%,·,·,·,·,0.0,49,1.7%,-10.7%,17.1%,1.2%,-0.2%,
COc1ccc(/C=N/N=C/c2c[nH]c(=O)c(C#N)c2Nc2ccccc2)cc1,1.1%,i,3.9,-10.6,6.9,6.8,78,-1.9%,11.1%,0.4%,2.3%,0.1%,
COc1ccc(OC)c(-n2c(SCC(=O)NCc3ccco3)nnc2-c2c[nH]c3ccccc23)c1,>50µM*,i,3.9,-13.2,4.5,-1.2,96,-4.8%,-0.8%,-3.8%,0.6%,-2.9%,
O=C(/C=C/c1ccc(S(=O)(=O)N2CCOCC2)cc1)NC(=S)Nc1ccc(N2CCOCC2)cc1,4.0%,i,-1.4,0.2,-10.2,1.8,52,-0.7%,8.4%,12.8%,-6.8%,0.2%[50 µM],
CCOC(=O)c1ccccc1NC(=O)CSc1nncn1C,0.9%,i,-19.0,-13.0,-10.1,-0.2,59,5.3%,-6.8%,-8.3%,2.5%,0.5%,
CC(C)CC(=O)N(c1nnc(-c2cccnc2)s1)C1CCCC1,0.7%,·,·,·,·,0.3,70,2.6%,-9.5%,-1.0%,1.4%,0.2%,Dengue-2 NS5 capping pilot replicate=-2.4
Cc1cc([N+](=O)[O-])ccc1NC(=O)CSc1nccc(=O)[nH]1,-0.1%,i,-34.4,-4.5,-5.2,1.2,36,4.1%,-3.5%,-5.7%,2.5%,1.6%,
CCN(CC(=O)Nc1c(F)cccc1F)C(=O)CCN1C(=O)c2cccc([N+](=O)[O-])c2C1=O,-0.4%,·,·,·,·,2.0,53,7.2%,·,·,·,0.8%[50 µM],
